# rCAG binder: molecules binding r(CAG) RNA repeats; r(CAG) RNA repeat, TO-PRO-1 dye displacement fluorescence; inhibition, % at 3 µM; hit rate 1.3% among 370,000; AID 651821;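 active = inhibition above the plate cutoff, the mean of all test compounds on that plate plus 3 SD, cut at about 35% in these data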;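 also: 0% = DMSO alone and 100% = 100 µM mitoxantrone as full dye displacement; higher means more dye released from RNA so lower well fluorescence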
# HTRA1 inh: inhibitors of human serine peptidase HTRA1. Q92743. inhibition, % at 5.96 µM. AID 504803. hit rate 0.5% among 340,000. recombinant HTRA1, FP-rhodamine activity-based probe, fluorescence polarization; in the data active = inhibition above about 36%;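 also: 0% = enzyme with DMSO and 100% = wells lacking enzyme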
# Target sequence (Q92743 whole entry, looked up): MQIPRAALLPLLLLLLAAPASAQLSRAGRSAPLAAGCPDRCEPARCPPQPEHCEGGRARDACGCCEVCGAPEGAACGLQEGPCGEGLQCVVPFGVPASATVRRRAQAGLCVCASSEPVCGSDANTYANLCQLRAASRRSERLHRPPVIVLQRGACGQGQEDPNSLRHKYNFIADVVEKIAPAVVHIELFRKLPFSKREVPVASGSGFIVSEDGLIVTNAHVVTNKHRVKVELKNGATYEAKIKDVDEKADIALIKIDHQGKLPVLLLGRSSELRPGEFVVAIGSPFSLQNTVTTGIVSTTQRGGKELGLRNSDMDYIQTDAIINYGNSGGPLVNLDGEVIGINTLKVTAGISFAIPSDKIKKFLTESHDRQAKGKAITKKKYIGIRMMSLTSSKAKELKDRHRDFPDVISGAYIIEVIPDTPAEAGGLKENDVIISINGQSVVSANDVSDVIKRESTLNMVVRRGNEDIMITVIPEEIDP
# LEDGF integ inh: blocks HIV-1 LEDGF/p75-dependent DNA integration; inhibition, % at 3.7 µM; TR-FRET IN-LEDGF/p75 DNA integration, Eu/Cy5; hit rate 0.64% among 370,000;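 active = inhibition above the screen-wide mean plus 3 SD, cut at about 13% in these data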;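 also: signal is the Cy5 over europium emission ratio at 671 and 618 nm; 0% = plate median of compound wells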
# SIAE inh: human SIAE inhibition, primary screen; inhibition, % at 9.66 µM; hit rate 0.69% among 370,000; AID 1053197; SIAE FP-Rh probe binding, fluorescence polarization;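 active = inhibition above a cutoff: mean of compounds within the control limits plus 3 SD of those, cut at about 17% in these data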;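 also: 0% = plate median of compound wells and 100% = probe without SIAE protein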
# Target sequence (Q9HAT2 whole entry, looked up): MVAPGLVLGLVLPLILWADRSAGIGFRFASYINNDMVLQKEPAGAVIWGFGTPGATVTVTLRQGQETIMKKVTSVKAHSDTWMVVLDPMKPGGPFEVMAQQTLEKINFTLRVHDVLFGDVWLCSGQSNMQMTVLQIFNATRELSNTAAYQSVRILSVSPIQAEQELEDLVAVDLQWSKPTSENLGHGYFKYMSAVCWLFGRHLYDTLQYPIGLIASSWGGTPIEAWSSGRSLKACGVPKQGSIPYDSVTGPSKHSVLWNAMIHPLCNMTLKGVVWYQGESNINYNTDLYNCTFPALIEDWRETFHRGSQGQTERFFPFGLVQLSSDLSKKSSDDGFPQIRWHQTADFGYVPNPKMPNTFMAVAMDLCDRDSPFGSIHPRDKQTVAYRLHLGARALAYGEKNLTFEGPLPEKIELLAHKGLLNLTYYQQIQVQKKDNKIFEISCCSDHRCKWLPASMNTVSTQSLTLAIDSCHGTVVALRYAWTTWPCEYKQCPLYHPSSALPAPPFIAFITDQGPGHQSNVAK
# MBD2 inh: inhibitors of human MBD2 binding to methylated oligonucleotide | AID 686964 | hit rate 0.31% among 370,000 | TR-FRET | inhibition, % at 4.4 µM; in the data active = inhibition above about 13%
# PRMT1 FP inh: blocks human protein arginine methyltransferase 1; hit rate 1.3% among 370,000; Q99873; recombinant PRMT1, activity-based probe fluorescence polarization; inhibition, % at 2.79 µM;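 active = inhibition above about 21% made by adding two undisclosed values, limit read from the data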
# TDP2 absorb: TDP2 (human) inhibition, absorbance primary screen; O95551; recombinant TDP2, T5PNP hydrolysis, p-nitrophenol absorbance 415 nm; inhibition, % at 12.8 µM; hit rate 0.34% among 370,000; AID 720702;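 active = inhibition above the mean of all tested compounds plus 3 SD, set per campaign, cut at about 25% in these data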;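 also: 0% = DMSO with enzyme and 100% = buffer with substrate but no TDP2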
#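 Assay system: recombinant human TDP2 / Reagent: T5PNP substrate at 5 mM, a TopII-DNA adduct mimic / Measured by: epi absorbance from released p-nitrophenol / Evaluation: % inhibition relative to enzyme-containing and enzyme-free wells / Control set: enzyme-free and DMSO wells / Replicates: each compound tested once, singlicate / Schedule: enzyme reaction with compound for 2 h at 37 °C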
# mABHD4 FP: ABHD4 (mouse) inhibition, primary FP screen; Q8VD66; purified mABHD4, FP-Rh probe fluorescence polarization; inhibition, % at 8.92 µM; hit rate 0.54% among 370,000;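 active = inhibition exceeding the mean over every tested compound plus 3 SD, cut at about 30% in these data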;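 also: 0% = plate median of compound wells and 100% = S159A mutant with DMSO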
#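 Assay system: mouse ABHD4 enzyme, wild type / Also added: fluorescent activity-based probe FP-Rh / Doses: single nominal dose of 8.92 µM, 0.89% DMSO final / Timing: 45 min compound pre-incubation plus 60 min probe step, 25 °C / Signal: FP readout, ex 525 nm / em 598 nm / Control set: S159A mutant/DMSO as 100%, compound-well median as 0%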
# NPR2 activator: GC-B (human) receptor activation; HEK293-GC-B cells, CNP EC30, cGMP TR-FRET; 0% at EC30 CNP, 100% saturating CNP; activation, % at 10 µM; hit rate 0.11% among 370,000;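 active = activation at 10 µM reaching about 35% in either raw or pattern-adjusted values, limit read from the data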
# TCR CD3 inh: inhibitors of human TCR-CD3 interaction; TAMRA-labeled TCR probe fluorescence, biochemical; inhibition, % at 9.4 µM; hit rate 0.37% among 360,000; AID 651800; in the data active = inhibition above about 19%;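 also: recombinant mutant TCR 2C K166C tagged with TAMRA read by polarization; 0% = receptor in buffer alone and 100% = receptor with positive control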
# * = called active by the depositor; x = not tested or not shown.
SMILES,rCAG binder,HTRA1 inh,LEDGF integ inh,SIAE inh,MBD2 inh,PRMT1 FP inh,TDP2 absorb,mABHD4 FP,NPR2 activator,TCR CD3 inh
COc1cccc(-c2nn(-c3ccccc3)cc2CN2CCCO2)c1,-6,-14,-2,-1,4,0,8,-5,5,3
COC(=O)C[C@H]1CC[C@@H](NC(=O)Nc2ccc(C(F)(F)F)cc2)[C@@H](CO)O1,-1,x,0,3,10,7,4,3,1,-5
COc1ccc(Cl)cc1NC(=O)COC(=O)c1cc(NS(=O)(=O)c2cccs2)ccc1O,30,-51,3,-31,1,-1,16,-44,-4,-6
COC(=O)c1cccnc1-n1c(=O)c2cccnc2n(Cc2ccc([N+](=O)[O-])cc2)c1=O,-2,7,5,-6,2,2,5,-3,0,5
CSc1ccccc1CNc1nc(NCC2CC2)nc2ccsc12,1,x,0,8,-3,-5,-7,10,-2,-2
Cc1c(CCC(=O)N[C@@H](CCCNC(N)=O)C(=O)O)c(=O)oc2cc3oc4c(c3cc12)CCCC4,21,-2,2,-5,1,-2,14,-6,-3,3
O=[N+]([O-])c1ccc(N/N=C/c2cccnc2)cc1,12,1,-12,-7,-3,3,-4,6,-6,2
Oc1cc2ccccc2cc1-c1n[nH]c(=S)o1,23,48*,0,-4,-4,26*,-5,23,1,2
Cc1ccc2cc(CN(CC3CCCO3)S(=O)(=O)c3c(C)ccc4nsnc34)c(=O)[nH]c2c1 (stereo not given),0,1,0,-5,-6,4,0,6,3,-3
Cc1ccc(-n2c(C)cc(/C=N/NC(=O)Cn3c4ccccc4c(=O)c4ccccc43)c2C)cc1,20,-28,9,-25,-6,-1,-25,-14,5,3
CN1CCN(CCNC(=O)Nc2ccccc2[N+](=O)[O-])CC1,3,4,-1,-2,2,0,11,3,1,4
Cc1c(NC(=O)Cn2cc([N+](=O)[O-])cn2)c(=O)n(-c2ccccc2)n1C,0,-4,-1,-10,-3,4,2,1,-1,4
CC(=O)c1cccc(NC(=O)C2(c3ccccc3)CC2(Cl)Cl)c1 (stereo not given),0,-12,-1,-9,4,-1,-8,-3,3,6
CC(C)CNc1cccc2c1S(=O)(=O)N(Cc1cn(Cc3ccc(Cl)cc3)nn1)Cc1ccccc1O2,6,x,5,3,-1,-6,-1,14,10,x
C=CCn1cc(C(=O)NCCOC)c(=O)c2cc(S(=O)(=O)N3CCCCCC3)ccc21,-4,-4,0,2,-3,-3,9,4,-3,19
O=C(NC(=S)Nc1ccccc1[N+](=O)[O-])c1ccco1,2,2,-4,4,-5,-2,-10,3,0,-4
Cn1c(=O)cc(SCC(=O)N2CCCC2)c2ccc(Cl)cc21,-7,-4,2,1,-1,2,4,2,1,4
N/C(=N\OC(=O)CCC1CCCCC1)c1cccnc1,-5,0,2,7,-6,-1,2,4,-1,-7
Cc1ccc(N2CC(C(=O)Nc3c(C)n(C)n(-c4ccccc4)c3=O)CC2=O)cc1 (stereo not given),-1,6,0,-10,12,10,-6,-6,0,-4
O=C(NCc1ccccn1)c1cn(CCc2ccccc2)nn1,-3,-2,0,0,-2,-1,-2,3,1,1
Fc1ccc(CNCc2ccco2)cc1,2,1,3,-8,-5,2,-14,4,1,-8
O=c1c2cc3c(=O)n(CC4CCCO4)c(=O)c3cc2c(=O)n1CC1CCCO1 (stereo not given),-5,6,1,-1,2,-3,-7,-11,4,-2
NC1=NC(=O)C(c2ccccc2)(c2ccccc2)S1,1,0,4,-3,1,-2,-12,-3,2,4
COc1ccc(CNc2ncnc3c2[nH]c2ccccc23)cc1,4,x,0,14,-4,-3,-3,14,11,-2
Cc1c(Cl)cnc(NC(=O)CSc2nnc3ccccn23)c1Cl,3,3,-2,3,1,-4,6,5,-6,1

# (cont.)
SMILES,rCAG binder,HTRA1 inh,LEDGF integ inh,SIAE inh,MBD2 inh,PRMT1 FP inh,TDP2 absorb,mABHD4 FP,NPR2 activator,TCR CD3 inh
CCN(CCN1CCCC1)C(=O)C1CCC(=O)N(CCCN2CCOCC2)C1 (stereo not given),-8,2,0,-1,-1,-3,7,-3,5,-4
O=C1OC(CCl)CN1Cc1c(Cl)cccc1Cl (stereo not given),-3,2,-4,9,-3,1,0,-1,-2,3
O=C(NN=Cc1ccc(O)cc1)C(=O)NN=Cc1ccc(O)cc1,5,6,-4,-2,-4,1,-4,-6,-2,8
CNC(=S)N1N=C(c2ccccc2)CC1c1ccc(OC)c(OC)c1 (stereo not given),-2,5,-2,3,-1,1,1,8,-2,-2
COc1cc(S(=O)(=O)NCc2ccncc2)ccc1Br,-2,1,1,-3,-2,2,-6,5,3,-3
CCn1cc([N+](=O)[O-])c(C(=O)Nc2ccn(Cc3ccccc3F)n2)n1,0,-1,2,-3,1,0,4,-4,-1,2
O=C(NCCOc1ccc(F)cc1)C1CCC(=O)N(CCCN2CCOCC2)C1 (stereo not given),-1,7,1,-5,-1,-2,-5,-10,0,1
O=C(CSc1nnc(-c2cccnc2)s1)Nc1ccc(C(=O)O)cc1,1,1,-3,-2,2,3,-2,3,5,-12
CCC(=O)n1nc(-c2cccnc2)nc1NCc1ccc(F)cc1,-1,-2,2,0,-5,0,3,4,2,5
O=C(Cc1cccnc1)N[C@@H]1CC[C@H](CCn2cc(Cc3ccccc3)nn2)O[C@@H]1CO,1,x,-4,2,1,3,6,8,-1,-7
Cc1ccc(Cl)cc1N1CCN(C(=O)C2CCC(=O)N(C3CCCCCC3)C2)CC1 (stereo not given),-2,2,4,1,0,-1,-3,-3,3,10
COc1ccccc1NC(=O)c1ccc(NC(=O)CSc2ncn[nH]2)cc1,-1,0,-3,6,3,4,3,2,-3,-4
O=C(NC1CCCCC1)c1ccc(-c2ccc(Cl)cc2)o1,-9,-10,1,-10,0,2,22,-1,6,7
COc1ccc(C(=O)c2[nH]c(N)c(C(=O)NCCc3c[nH]c4ccccc34)c2-c2ccc(Cl)c(F)c2)cc1,14,x,-3,21*,4,4,3,34*,-3,-4
CN(C)/C=N/c1cc(=O)[nH]c(=O)n1C,3,2,3,-8,0,-1,0,-1,3,1
CCOC(=O)c1cc(NC(=O)CSCCO)ccc1Cl,1,-10,-1,-4,0,0,5,2,2,9
COc1ccc(CCNC(=O)CN(c2ccccc2)S(=O)(=O)c2ccccc2)cc1,1,-5,2,1,2,-1,7,5,-1,7
O=C(Nc1ccc(C(F)(F)F)cc1)c1csc(-c2ccncc2)n1,-2,-30,4,-20,-1,-2,-20,-41,-1,1
Cc1cc(C)nc(Nc2nc(-c3ccccc3)cs2)n1,5,-3,3,10,3,-1,-13,-2,-2,3
O=[N+]([O-])c1cccnc1N1CCN(Cc2ccc3c(c2)OCO3)CC1,-2,-4,-2,-4,3,3,4,3,-3,-6
COC(=O)c1cc(S(=O)(=O)N(C)Cc2ccco2)c[nH]1,0,4,2,-3,4,0,-2,-2,2,-1
CCCC(C)NC(=O)CSc1nc(-c2ccccc2)cn1N (stereo not given),-3,4,9,17*,-6,-1,-6,-11,-4,0
O=C1CC(=O)N(C2CCCCC2)C(=O)N1c1ccccc1S(=O)(=O)Oc1ccccc1,59*,x,0,-12,2,-3,2,-12,-1,-5
Cc1cc(Cl)ccc1OCC(=O)NNC(=O)c1ccc(=O)[nH]c1,1,-1,1,1,-1,-2,5,-7,2,0
Nc1nonc1-n1nnc(C(=O)N/N=C/c2ccccn2)c1-c1ccccc1,1,6,-1,-2,-3,-5,-13,-3,1,0
CC(C)(O)C1=NOC(c2ccccc2)C1 (stereo not given),2,-1,1,6,-5,3,13,0,9,-9
COC(=O)c1cc(C(=O)Nc2ccc(S(=O)(=O)NC(C)(C)C)cc2)cc([N+](=O)[O-])c1,1,-6,-1,3,8,-2,-6,-1,0,-6
CC(=O)Nc1nc2ncccn2c1-c1ccc(C)cc1,-1,x,4,-4,-2,-2,-5,1,1,x
COCCNC(=S)N1CCN(C/C=C/c2ccccc2)CC1,-6,-6,-3,-3,3,0,4,3,2,-3
COc1ccc(C(=O)Oc2ccc(F)cc2C(=O)/C=C/c2ccc(OC)c(OC)c2)cc1,6,7,2,-1,5,4,3,-20,0,1

# 14 of the compounds above, as tab-separated lines:
SMILES	rCAG binder	HTRA1 inh	LEDGF integ inh	SIAE inh	MBD2 inh	PRMT1 FP inh	TDP2 absorb	mABHD4 FP	NPR2 activator	TCR CD3 inh
COc1cccc(-c2nn(-c3ccccc3)cc2CN2CCCO2)c1	-6	-14	-2	-1	4	0	8	-5	5	3
COC(=O)C[C@H]1CC[C@@H](NC(=O)Nc2ccc(C(F)(F)F)cc2)[C@@H](CO)O1	-1	x	0	3	10	7	4	3	1	-5
COc1ccc(Cl)cc1NC(=O)COC(=O)c1cc(NS(=O)(=O)c2cccs2)ccc1O	30	-51	3	-31	1	-1	16	-44	-4	-6
COC(=O)c1cccnc1-n1c(=O)c2cccnc2n(Cc2ccc([N+](=O)[O-])cc2)c1=O	-2	7	5	-6	2	2	5	-3	0	5
CSc1ccccc1CNc1nc(NCC2CC2)nc2ccsc12	1	x	0	8	-3	-5	-7	10	-2	-2
Cc1c(CCC(=O)N[C@@H](CCCNC(N)=O)C(=O)O)c(=O)oc2cc3oc4c(c3cc12)CCCC4	21	-2	2	-5	1	-2	14	-6	-3	3
O=[N+]([O-])c1ccc(N/N=C/c2cccnc2)cc1	12	1	-12	-7	-3	3	-4	6	-6	2
Oc1cc2ccccc2cc1-c1n[nH]c(=S)o1	23	48*	0	-4	-4	26*	-5	23	1	2
Cc1ccc2cc(CN(CC3CCCO3)S(=O)(=O)c3c(C)ccc4nsnc34)c(=O)[nH]c2c1 (stereo not given)	0	1	0	-5	-6	4	0	6	3	-3
Cc1ccc(-n2c(C)cc(/C=N/NC(=O)Cn3c4ccccc4c(=O)c4ccccc43)c2C)cc1	20	-28	9	-25	-6	-1	-25	-14	5	3
CN1CCN(CCNC(=O)Nc2ccccc2[N+](=O)[O-])CC1	3	4	-1	-2	2	0	11	3	1	4
Cc1c(NC(=O)Cn2cc([N+](=O)[O-])cn2)c(=O)n(-c2ccccc2)n1C	0	-4	-1	-10	-3	4	2	1	-1	4
CC(=O)c1cccc(NC(=O)C2(c3ccccc3)CC2(Cl)Cl)c1 (stereo not given)	0	-12	-1	-9	4	-1	-8	-3	3	6
CC(C)CNc1cccc2c1S(=O)(=O)N(Cc1cn(Cc3ccc(Cl)cc3)nn1)Cc1ccccc1O2	6	x	5	3	-1	-6	-1	14	10	x

# These rows are one share of the data, so the mix of outcomes need not match the whole.
